Screening results as filed in PubChem BioAssay.
N-glyco inh: blocks N-linked glycosylation in D54 reporter cells | 360,000 tested, 0.23% active | reporter increase, % at 12.5 µM | D54 ERlucT glycosylation luciferase reporter, 24 h; percent of 100 nM tunicamycin response;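 active = mean luciferase reporter signal, scaled so untreated is 0 and the glycosylation-blocking control 100, at or above a set limit in every replicate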;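 also: luciferase carries N-glycosylation sites so blocking glycosylation raises the light; 0% = median of neutral control wells and 100% = median of 100 nM tunicamycin wells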
MC4R antagonist: human MC4R antagonism in cAMP assay; P32245; 360,000 tested, 0.48% active; AID 540295; MC4R-expressing cells, MTII-stimulated cAMP, LANCE TR-FRET; inhibition, % at 6.5 µM;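 active = inhibition above its plate's cutoff, the mean of tested wells on that plate plus 3 SD, cut at about 29% in these data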;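 also: 0% = Melanotan II alone and 100% = Melanotan II plus saturating MCL0020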
Target sequence (P32245 whole entry, looked up): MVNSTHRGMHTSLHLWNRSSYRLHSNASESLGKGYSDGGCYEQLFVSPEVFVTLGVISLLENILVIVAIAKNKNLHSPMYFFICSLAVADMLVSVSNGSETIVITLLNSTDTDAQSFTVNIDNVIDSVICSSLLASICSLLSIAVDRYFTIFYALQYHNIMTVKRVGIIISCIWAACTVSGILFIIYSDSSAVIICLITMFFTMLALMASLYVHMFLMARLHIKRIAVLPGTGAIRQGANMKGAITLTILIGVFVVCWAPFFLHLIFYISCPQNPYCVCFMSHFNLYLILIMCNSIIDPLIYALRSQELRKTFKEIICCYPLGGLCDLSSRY
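material = U2OS cells stably expressing human melanocortin 4 receptor (MC4R) | also added = Melanotan II challenge | dosing = single nominal compound dose of 6.5 µM | detection = TR-FRET with Eu-cAMP and labeled anti-cAMP, 671 nm | replication = singlicate | timing = compound 30 min, challenge 1 h, detection 1 h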
Cardio protect: myocardial damage modulation in H9c2 cells | 360,000 tested, 0.63% active | protection from H2O2 cell death, % at 20 µM | H9c2 cardiomyocytes, H2O2 injury protection, ATPLite, 2 h | AID 588492;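 active = compounds giving at least 50% protection of heart cells from peroxide-induced death in the single-dose screen, raw or plate-pattern-corrected value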;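 also: 0% = DMSO wells with peroxide and 100% = DMSO wells without peroxide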
NOD2-RIPK2 inh: blocks binding of human NOD2 to RIPK2; O43353; CHO BLA complementation NOD2-RIPK2, CCF4 ratio; inhibition, % at 4.98 µM; 360,000 tested, 0.38% active; AID 624267; in the data active = inhibition above about 21%;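 also: 0% = vehicle only and 100% = reference blocker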
Target sequence (O43353 whole entry, looked up): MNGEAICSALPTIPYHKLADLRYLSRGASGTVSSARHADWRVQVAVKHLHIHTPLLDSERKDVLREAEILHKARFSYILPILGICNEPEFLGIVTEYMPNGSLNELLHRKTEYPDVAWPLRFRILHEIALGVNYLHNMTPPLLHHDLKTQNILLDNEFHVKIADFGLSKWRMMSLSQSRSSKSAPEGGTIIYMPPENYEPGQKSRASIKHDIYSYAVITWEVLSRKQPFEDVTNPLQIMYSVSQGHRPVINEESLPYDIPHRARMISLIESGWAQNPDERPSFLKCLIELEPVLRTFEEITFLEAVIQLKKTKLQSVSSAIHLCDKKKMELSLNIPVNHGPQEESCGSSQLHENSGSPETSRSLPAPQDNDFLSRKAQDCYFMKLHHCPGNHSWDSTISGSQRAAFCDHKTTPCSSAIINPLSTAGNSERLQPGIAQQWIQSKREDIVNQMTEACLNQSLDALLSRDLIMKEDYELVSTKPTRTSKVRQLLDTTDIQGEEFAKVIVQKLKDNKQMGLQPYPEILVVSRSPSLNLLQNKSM
ABCB6 inh MLPCN: inhibitors of human ABC transporter ABCB6; Q9NP58; K562-ABCB6 porphyrin accumulation, flow cytometry, 1 h; hits give low values; fluorescence ratio to DMSO, % at 10 µM; 360,000 tested, 0.19% active;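 active = fluorescence ratio to DMSO below 75%, the collection mean minus 3 SD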;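 also: signal is porphyrin accumulated inside mitochondria; 100% equals median channel fluorescence of DMSO control wells; lower ratio means ABCB6 inhibition with less porphyrin fluorescence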
m5-HT2A agonist: agonists of mouse serotonin 5-HT2A receptor (HTR2A); P35363; AID 624169; CHO-K1 mHTR2A beta-arrestin complementation, luminescence; percent of 30 µM serotonin response; 360,000 tested, 0.66% active; activation, % at 7.6 µM;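 active = activation above a run cutoff, the mean activation of all tested compounds plus 3 SD, cut at about 14% in these data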;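 also: 0% = plate median of compound wells and 100% = 30 µM serotonin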
ABHD5 PLIN5 PPI: inhibitors of human ABHD5-perilipin-5 interaction. 360,000 tested, 0.78% active. Split G. princeps luciferase complementation, luminescence, 4 h. inhibition, % at 4 µM. AID 602281. Q00G26+Q8WTS1;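 active = inhibition above the mean inhibition across every tested compound plus 3 SD, cut at about 22% in these data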;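 also: 0% = DMSO only wells and the 100% control is not disclosed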
TLR9-MyD88 inh: inhibitors of human TLR9-MyD88 binding; 340,000 tested, 0.21% active; inhibition, % at 4.98 µM; Q9NR96+Q99836; CHO BLA complementation TLR9-MyD88, CCF4 FRET ratio; AID 504734;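 active = inhibition above the mean over all tested compounds plus 3 SD, cut at about 21% in these data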;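 also: 0% = DMSO only wells and 100% = clavulanate BLA inhibitor control wells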
SRC2 inh: inhibits human steroid receptor coactivator 2; AID 651957; HEK293 GAL4-SRC2 luciferase reporter, luminescence; inhibition, % at 9 µM; 370,000 tested, 0.17% active; Q15596;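 active = inhibition above the mean inhibition of all tested compounds plus 3 SD, set per campaign, cut at about 52% in these data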;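 also: 0% = DMSO treated cells and 100% = cells given Gossypol at 36 µM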
MC4R barr agon: human MC4R agonism via beta-arrestin | P32245 | 360,000 tested, 0.98% active | activation, % at 8.9 µM | AID 540308 | U2OS MC4R beta-arrestin complementation, luminescence; percent of melanotan II response, DMSO zero;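 active = activation above a per-plate cutoff, the mean activation of sample wells on that plate plus 3 SD, cut at about 8% in these data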
* marks the source's active call; other numbers are inactive results; · = no result given.

Structure,N-glyco inh,MC4R antagonist,Cardio protect,NOD2-RIPK2 inh,ABCB6 inh MLPCN,m5-HT2A agonist,ABHD5 PLIN5 PPI,TLR9-MyD88 inh,SRC2 inh,MC4R barr agon
O=C(O)CN(Cc1ccco1)S(=O)(=O)c1ccccc1,-1,-1,4,4,102,5,-3,-2,-27,-1.5
C=CCN(C(=O)CN1CCOCC1)c1nc(C)c(-c2ccccc2)s1,3,0,-2,-5,97,2,2,-9,-39,2.2
C=CCN(CC=C)C(=S)Nc1ccc(OC)c(OC)c1,1,-5,2,-5,100,-3,3,0,-7,-0.2
O=c1c2c3c(sc2nc2n1CCCCC2)CCCCC3,-3,5,-8,-12,99,0,-3,-2,·,-1.3
COc1ccc(Cl)cc1NC(=O)CSc1nnc(COc2ccccc2)n1N,-2,7,1,-8,89,2,4,13,-26,-1.9
O=C(C[n+]1ccccc1)c1ccc(NC(=O)c2ccccc2)cc1,1,21,-1,35*,94,-1,2,0,-5,1.8
O=C(Nc1ccccc1C(=O)N1CCOCC1)c1ccc(F)cc1,1,5,-1,-2,98,-3,3,1,-6,-1.4
Cc1cc([N+](=O)[O-])ccc1NC(=O)C(C)N1CCN(c2ccccn2)CC1 (stereo not given),-3,0,-1,-2,97,6,2,-11,0,-1.1
COc1ccc(NC(=O)NNC(=O)COc2ccc3cc(Br)ccc3c2)c(OC)c1,1,0,4,-10,104,7,4,4,8,1.9
O=C1CN(C(=O)COC(=O)c2ccccc2NCc2ccco2)c2ccccc2N1,-1,12,6,-6,93,-7,7,-2,1,-1.5
CO/N=C(/CS(=O)Cc1ccccc1Cl)c1ccc(Cl)cc1Cl (stereo not given),-3,0,-4,4,90,-4,-4,2,16,0.4
CCOC(=O)C1C(=O)NC(N2CCOCC2)=NC1c1ccco1 (stereo not given),2,5,2,-6,106,8,2,-6,-16,-0.8
O=C(COc1ccc(F)c(Cl)c1)N1CCCCCCC1,-2,18,-5,1,137,1,-4,2,-8,0.4
COCCn1c(N)c(N(Cc2ccccc2)C(=O)c2ccc(N3CCCC3=O)cc2)c(=O)[nH]c1=O,2,5,0,0,97,2,12,0,3,-1.1
Cc1ccc(/C=N/N(C)C2=NS(=O)(=O)c3ccccc32)cc1,2,7,0,-8,97,-4,3,3,-1,8.1
CCCC(=O)CN1C(=O)C2(OCCO2)c2ccccc21,1,-1,-1,-2,94,3,4,11,0,1.0
CN1N=C(C(=O)N=c2sc3ccccc3n2C)CCC1=O,2,-1,7,-3,93,1,8,7,-10,2.2
Brc1ccc(-c2csc(N3CCC(c4ccccc4)C3)n2)cc1 (stereo not given),0,10,-4,-5,86,3,0,6,-7,-1.4
COc1ccc(C(CNC(=O)C2COc3ccccc3O2)N2CCCC2)cc1 (stereo not given),-1,10,8,5,96,-11,0,-6,10,-4.3
Cc1nc2c(c(=O)c3ccccc3n2C)c(=O)n1-c1ccc(F)cc1,0,19,-4,-8,105,2,8,1,-64,0.7
O=C(CCOc1ccccc1F)N1CCN(c2ccccc2O)CC1,0,-3,0,-10,104,0,-5,-7,-45,-2.2
N=C1CCCC1C(=S)SCCC(N)=O (stereo not given),0,16,-2,-13,103,2,-7,2,-6,0.1
CCCc1nc2ccc(C(=O)OC)cn2c1Cc1ccc(C)cc1,-1,·,2,-2,105,-2,0,·,-16,·
CN(C)S(=O)(=O)c1ccc(NC(=O)COC(=O)C2COc3ccccc3O2)cc1 (stereo not given),3,4,-3,-6,97,2,5,-7,-8,-2.3
Cc1ccc(NC(=O)C(=O)NCCc2c[nH]c3ccccc23)c(C)c1,3,18,7,0,105,-2,-4,-6,-2,1.6

Look-ups from the entries so far.
Result for `C=CCN(C(=O)CN1CCOCC1)c1nc(C)c(-c2ccccc2)s1` in TLR9-MyD88 inh: -9
Result for `CN1N=C(C(=O)N=c2sc3ccccc3n2C)CCC1=O` in N-glyco inh: 2

(next part)
Structure,N-glyco inh,MC4R antagonist,Cardio protect,NOD2-RIPK2 inh,ABCB6 inh MLPCN,m5-HT2A agonist,ABHD5 PLIN5 PPI,TLR9-MyD88 inh,SRC2 inh,MC4R barr agon
O=C(NNC1=NCCC1)C1CC1,-1,1,-2,-2,282,1,-1,-6,-4,-1.8
CCOC(=O)N1CCC(NC(=O)Cn2nc(-c3ccccc3)ccc2=O)CC1,-1,-4,2,3,94,1,5,5,-24,1.7
CCNC(=O)C1(C)CCCN(C(=O)c2cc(C)nn2C(C)(C)C)C1 (stereo not given),4,14,11,-12,98,-6,4,·,-3,-1.0
O=C(CSc1nc2[nH]c(=O)cc(O)c2s1)Nc1ccc(Br)cc1,1,-1,9,-11,114,13,-21,2,0,1.1
O=C(NCCN1CCN(C(=O)c2ccc([N+](=O)[O-])cc2)CC1)C(=O)Nc1ccc(F)cc1,4,10,-2,-6,97,-2,2,3,-9,-0.1
Cc1ccc(NC(=O)C(C)N2C(=O)c3ccccc3C2=O)cc1C (stereo not given),-1,5,-2,-3,90,-4,3,1,-25,-3.3
Brc1cc2c(cc1Cn1c(-c3cncs3)nc3ccccc31)OCO2,-3,-6,-14,-7,98,8,9,5,-2,1.9
CCC(C)N1C(=O)CCC1C(=O)N1CCN(c2ccccc2F)CC1 (stereo not given),-1,-3,-2,-8,85,-1,9,-4,8,3.1
O=C(Nc1cccc(C(=O)N2CCCC2)c1)C1CCC1,0,4,11,-4,95,3,3,-6,4,-0.3
CN(Cc1c(F)cccc1Cl)S(=O)(=O)c1cccs1,0,7,4,-8,94,-4,-3,-14,-25,2.3
CCCCc1nnc(NC(=O)Cc2ccc(OC)c(S(=O)(=O)N3CCOCC3)c2)s1,1,18,3,6,98,5,6,7,7,-2.1
O=C(Nc1cccc(S(=O)(=O)N2CCOCC2)c1)c1cccc(S(=O)(=O)N2CCCC2)c1,-2,19,1,14,98,6,-5,-5,-8,-4.7
Oc1[nH]c2ccccc2c1N=Nc1ccc(C(F)(F)F)cn1,2,3,-12,-11,94,1,3,-4,5,0.7
CC(C)Cc1ccc(C(C)C(=O)Nc2nccs2)cc1 (stereo not given),-2,-4,-8,4,95,-8,-8,3,-6,4.3
Cc1ccc(-n2c(=S)[nH]c3sc4c(c3c2=O)CCc2ccccc2-4)cc1,0,1,16,-13,103,4,0,-6,-1,-0.9
CCOc1nc(Nc2ccc(OC)cc2)nc(N2CCOCC2)n1,-1,21,-1,-12,100,-1,-1,0,-1,0.6
COc1ccccc1N1CCN(C(=O)C2CCN(C(=O)c3ccccc3Cl)CC2)CC1,-4,5,-4,-4,102,-7,0,0,21,-1.8
CC(C)C[C@H](NC(=O)N1CCCCCC1)C(=O)O,1,5,1,-12,95,-2,-2,-3,8,-0.1
CCOC1=C2CN(S(=O)(=O)c3ccc(C)cc3)[C@@H](c3cccc4ccccc34)C[C@H]2[C@H]2C(=O)N(c3ccccc3)C(=O)[C@H]2C1,-1,·,6,2,101,4,-2,·,-7,·
Cc1nnc(SCC(=O)Nc2cccnc2Cl)s1,0,2,7,1,97,-2,5,-2,-13,-2.5
COc1ccc(NC(=O)CN(C)S(=O)(=O)c2cccc3cccnc23)cc1,0,12,-3,-11,99,8,-1,1,-12,-0.1
CCOc1ccc(C(=O)NC(=S)Nc2ccccc2N2CCC(C)CC2)cc1[N+](=O)[O-],-4,16,4,4,126,4,-3,0,-1,1.2
CC1(C)C2([N+](=O)[O-])CN3CC1([N+](=O)[O-])CN(C2)C3c1ccccc1 (stereo not given),2,6,2,1,97,5,-1,11,-15,-1.8
COc1ccccc1N=Nc1c(O)[nH]c2ccc(Br)cc12,0,2,-1,0,232,1,5,10,-6,-0.3
O=C(NCC1CCCN1S(=O)(=O)c1cccs1)C(=O)Nc1ccccc1F (stereo not given),-2,-5,2,-12,100,-1,0,1,7,0.9
CCn1cc(C(=O)NCC(=O)OC)c2cc(OC)c(OC)cc2c1=O,-2,-2,2,-9,89,0,1,-14,-1,-1.5
O=C(CCC(=O)c1cccs1)NNC(=O)c1cc(Cl)ccc1Cl,2,9,4,-8,99,-2,3,0,-11,-1.5
CCCc1c(C)nc2ccccc2c1SCCC#N,-1,7,-4,-2,99,1,2,5,23,-2.0
CSc1ccc(C(=O)C2CCCN(C(=O)c3ccc4c(c3)OCO4)C2)cc1 (stereo not given),0,0,-9,-11,95,2,-7,4,-21,-1.6
CC1(C(=O)NS(C)(=O)=O)CCN1C(=O)CC(c1ccccc1)c1ccccc1 (stereo not given),1,6,7,-6,96,5,2,·,9,-0.3
O=C(Nc1cc(-c2nc3ccccc3s2)ccc1Cl)c1ccc2c(c1)OCO2,4,6,-4,-10,101,1,-7,-7,-46,24*
CN(C)c1ccc(/C=N/NC(=O)c2ccccc2Cl)cc1,16,-13,1,-2,98,-3,1,4,-42,-2.4
CCCCOc1nc2ccccc2nc1C(C#N)S(=O)(=O)c1ccccc1 (stereo not given),0,2,-19,3,95,2,-3,8,-8,1.3
O=C(O)c1cccc(NC(=O)c2ccc(COc3ccc(Cl)cc3)cc2)c1,0,-5,-3,-9,104,4,7,-7,-4,-1.1
O=S(=O)(Nc1ccncc1Cl)c1ccc2ccccc2c1,1,10,-3,-10,102,-1,-5,4,1,-1.4
COc1ccc(NC(C)=O)cc1NC(=O)CN1CCN(C2c3ccccc3-c3ccccc32)CC1,-11,16,35,-1,99,3,11,1,-28,2.1
O=C(Nc1nc(-c2ccc3ccccc3c2)cs1)c1ccc(N2C(=O)CCC2=O)cc1,7,12,14,-11,96,-1,-1,5,12,6.7
O=C(O)c1[nH]c2ccccc2c1C=NCc1ccccc1Cl,3,0,-1,4,114,-2,-3,6,-10,-1.8
Cc1cc(C)c(S(=O)(=O)Nc2cc(C)on2)c(C)c1,2,-2,2,-5,103,-2,-2,7,-17,0.4
COc1ccc(-c2noc(COc3ccc4c(c3)OCO4)n2)cc1,1,15,-6,-5,99,3,-5,4,-1,5.5
O=C(CSc1nnc(NC(=O)c2cc(Br)ccc2Cl)s1)NCC1CCCO1 (stereo not given),2,3,-3,-5,100,0,-4,-1,-5,-3.0
Cc1cc2c([nH]c3ccccc32)c(C)n1,5,0,5,-2,97,-2,1,16,-13,-0.1
NC(=O)c1nsc(C(=O)N(c2ccccc2)C(C(=O)NC2CCCCC2)c2ccc(O)cc2)c1N (stereo not given),-2,2,10,-7,101,-3,-1,-6,-16,-1.0

Only part of the results is shown (hit frequency here may not be typical).
